M18AAP inhibitor – blocks P. falciparum M18 aspartyl aminopeptidase; recombinant PfM18AAP, H-Glu-NHMec fluorogenic cleavage; inhibition, % at 7.35 µM; actives 1.2% (n = 290,000); AID 1822;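 active = inhibition above the campaign mean inhibition over all tested compounds plus 3 SD, cut at about 28% in these data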;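 also: 0% = plate median of test compound wells and 100% = 2 mM ZnCl2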
GalR3 antagonist – antagonists of human GalR3; O60755; HEK293 GalR3-CNG cAMP membrane potential fluorescence; galR3 body fused to GalR1 C-terminus; inhibition, % at 3 µM; actives 0.44% (n = 360,000); AID 651719;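 active = inhibition above the screen-wide average plus 3 SD, cut at about 13% in these data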;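 also: forskolin and galanin both at EC90 stimulate the cells; cAMP rise reported by CNG channel membrane potential dye signal; 0% = forskolin plus galanin with DMSO and 100% = forskolin alone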
OXTR potentiator – potentiators of human oxytocin receptor; activation, % at 3 µM; CHO-OTR cells, Fluo-8 calcium fluorescence, potentiator mode; 0% = oxytocin EC15, 100% = EC100; AID 2445; actives 0.061% (n = 320,000); P30559;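 active = activation above that plate's cutoff, the mean activation of tested compounds plus 3 SD, cut at about 6.6% in these data, passing the limit was not always enough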;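 also: 100% uses oxytocin at 75 nM as the full agonist control; some results filed as inactive read as strong as hits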
Target sequence (P30559 whole entry, looked up): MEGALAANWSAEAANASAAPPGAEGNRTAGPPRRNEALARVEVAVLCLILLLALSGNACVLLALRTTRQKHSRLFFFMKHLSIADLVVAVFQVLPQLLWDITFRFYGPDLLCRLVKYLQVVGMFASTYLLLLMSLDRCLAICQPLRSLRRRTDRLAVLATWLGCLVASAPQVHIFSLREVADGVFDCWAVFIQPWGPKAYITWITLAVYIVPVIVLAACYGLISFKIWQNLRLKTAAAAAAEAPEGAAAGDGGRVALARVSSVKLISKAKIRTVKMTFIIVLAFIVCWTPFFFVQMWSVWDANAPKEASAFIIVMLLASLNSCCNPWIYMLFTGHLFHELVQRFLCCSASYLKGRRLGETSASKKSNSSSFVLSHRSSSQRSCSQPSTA
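Material: human OTR in CHO cells. Compound: 3.0 µM, one dose. Timing: compound 6 min at room temperature before oxytocin, 100 s read. Evaluation: % activation of max/min ratio relative to oxytocin controls. Replication: single well per compound, singlicate. Signal: Fluo-8 calcium dye fluorescence.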
MEKK2 mut-MEK5 – signal of MEK5 binding to mutant human MEKK2 PB1 domain | actives 0.35% (n = 290,000) | percent response, % at 10 µM | bead flow cytometry, Alexa488-MEK5 binding to MEKK2 mutant; in the data active = percent response above about 24%, passing the limit was not always enough; also: inactives centre near 1; some results filed as inactive read as strong as hits
V1R ag counter – activates human V1a receptor in oxytocin agonist counter-screen; CHO-V1R cells, Fluo-8 calcium fluorescence, agonist mode; 0% DMSO, 100% 3 nM vasopressin; activation, % at 3 µM; actives 0.25% (n = 320,000);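 active = activation above the mean activation of all tested compounds plus 3 SD, per screening run, cut at about 20% in these data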;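 also: signal is peak over basal fluorescence ratio across a 100 second FLIPR read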
Target sequence (P37288 whole entry, looked up): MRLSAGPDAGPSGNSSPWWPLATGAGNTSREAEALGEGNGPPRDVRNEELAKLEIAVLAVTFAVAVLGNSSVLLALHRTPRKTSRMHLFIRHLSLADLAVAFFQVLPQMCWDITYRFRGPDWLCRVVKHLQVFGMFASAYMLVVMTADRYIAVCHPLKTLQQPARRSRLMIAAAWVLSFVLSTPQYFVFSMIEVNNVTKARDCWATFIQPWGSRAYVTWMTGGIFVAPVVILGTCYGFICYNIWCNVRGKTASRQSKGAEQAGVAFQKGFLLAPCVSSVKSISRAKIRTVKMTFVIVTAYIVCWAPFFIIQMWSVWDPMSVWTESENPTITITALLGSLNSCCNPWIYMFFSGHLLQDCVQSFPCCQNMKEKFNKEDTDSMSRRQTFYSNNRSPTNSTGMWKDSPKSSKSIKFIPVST
GPR7 antagonist – antagonists of human GPR7 (neuropeptides B/W receptor 1) | P48145 | inhibition, % at 4.4 µM | actives 1.1% (n = 290,000) | GPR7-expressing cells, fluorescence antagonist assay; in the data active = inhibition above about 16%, passing the limit was not always enough;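 also: cells stimulated with the agonist NPW; 0% = agonist with vehicle and 100% = vehicle without agonist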
OXTR agonist – activates the human oxytocin receptor; actives 0.32% (n = 320,000); activation, % at 3 µM; CHO-OTR cells, Fluo-8 calcium fluorescence; normalized: DMSO 0%, oxytocin 100%; P30559;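 active = activation above the mean of all tested compounds plus 3 SD, cutoff set per screening run, cut at about 20% in these data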;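 also: peak over basal fluorescence ratio from a 100 s FLIPR kinetic read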
NALP1 inh – NALP1 inhibition. AID 2071. actives 0.61% (n = 280,000). inhibition, % at 10 µM. S. cerevisiae NALP1/ASC/caspase-1 growth, X-gal OD620, 72 h; in the data active = inhibition mostly above about 24%, no sharp cut-off; inactive = mostly below about 32%; also: some compounds called inactive have numbers as strong as hits
MEKK2wt PB1 HTS – raises or lowers MEK5 binding to wildtype human MEKK2 PB1 domain. Q9Y2U5. bead flow cytometry, Alexa488-MEK5 binding to MEKK2 WT; actives lie on both sides. binding response (% of control), % at 10 µM. actives 1.1% (n = 290,000); in the data active = binding response below about 67% or above about 130%
Starred values were filed as active, the others as inactive; . = no result given; [ ] = another dose, or the depositor's remark. Compounds were not picked by outcome. Share with any hit: about 4.1%.

SMILES	M18AAP inhibitor	GalR3 antagonist	OXTR potentiator	MEKK2 mut-MEK5	V1R ag counter	GPR7 antagonist	OXTR agonist	NALP1 inh	MEKK2wt PB1 HTS
CN(C(=O)COC(=O)c1ccc(Cl)c(N)c1)c1ccccc1	-0.3	-3.6	-3.1	-2.0	0.9	-3.6	0.1	8.1	99.0
COc1cccc(C(=O)Nc2nnc(-c3ccc(F)cc3)o2)c1	.	0.9	-3.0	-3.0	0.4	.	-0.2	-12.8	102.0
CC(=O)OCC(=O)[C@@]1(OC(C)=O)[C@@H](C)C[C@H]2[C@@H]3C[C@H](F)C4=CC(=O)C=C[C@]4(C)[C@@]3(F)[C@@H](O)C[C@@]21C	5.6	-0.3	-3.3	3.0	0.2	0.0	1.1	16.1	105.0
CC(=O)C[C@H](O)CC(=O)[C@H]1OC(=O)CCCCCCCCc2ccccc21	.	-4.7	-4.9	.	0.7	.	0.3	.	.
O=C(Nc1ccc(S(=O)(=O)Nc2cnc3ccccc3n2)cc1)c1ccc([N+](=O)[O-])cc1Cl	0.8	-10.8	0.3	13.0	0.8	-1.0	1.1	6.6	106.0
Cc1ccc2c(c1)CCCN2C(=O)c1c(C)noc1C	2.3	-7.6	-1.4	7.0	-0.9	-9.4	-0.7	21.4	103.0
Cn1c(N)c(S(=O)(=O)N2CCN(C(=O)c3ccco3)CC2)c(=O)n(C)c1=O	-0.3	-2.9	-8.2	-13.0	1.0	-14.9	-0.3	7.5	89.0
CCCOC1CCCN(C(=O)CCc2nnc(CCCCc3ccccc3)o2)C1 (configuration not stated)	-2.8	-2.0	-10.2	1.0	2.6	-8.0	0.8	6.2	102.0
Cc1ccc2nc3c(cc(C(=O)NCC4CCCO4)n3C)c(=O)n2c1 (configuration not stated)	-3.6	.	.	1.0	.	2.7	.	4.2	106.0
COCCn1c(Cc2cccn2C)nnc1SCC(=O)Nc1nccs1	-9.9	-3.9	5.8	4.0	0.2	-8.3	0.3	7.3	104.0
COC(=O)c1c(-c2ccc(OC)cc2)oc2ccc(-c3ccc(OC)nc3)cc12	2.9	-4.8	-9.9	0.0	0.8	-6.6	0.3	12.9	100.0
COc1ccc(-c2csc(Nc3ccc(O)cc3)n2)cc1	28.1*	3.8	-13.6	-5.0	-1.4	8.0	-2.1	1.1	92.0
CN(C)CCN(Cc1ccco1)S(=O)(=O)c1csc(C(N)=O)c1	0.6	-3.9	-3.0	1.0	0.1	-9.7	0.1	7.9	104.0
COc1ccccc1NS(=O)(=O)c1ccc(Cl)cc1	7.2	-7.8	-3.3	5.0	-0.4	-5.1	-0.9	2.1	108.0
O=C(NCC(=O)N(c1ccc(F)cc1)C(C(=O)NC1CCCC1)c1cccnc1)c1ccco1 (configuration not stated)	1.2	-9.7	-12.4	0.0	0.9	-14.4	-0.5	11.4	95.0
C/C(=N/NC(=O)c1nnn(-c2nonc2N)c1COc1ccccc1)c1ccccc1Cl	-0.7	0.0	-11.8	2.0	2.5	2.1	1.9	13.0	102.0
COc1cccc(-n2c(C)nnc2SCC#N)c1	1.4	-6.0	-4.1	6.0	0.4	0.1	0.3	-7.8	103.0
O=C(CN(Cc1ccccc1F)S(=O)(=O)c1ccc(Cl)cc1)NCCC1=CCCCC1	-8.7	-1.8	-3.8	-2.0	-0.1	-11.8	-0.2	21.9	99.0
CC(=O)Nc1ccc(C(=O)COC(=O)CCc2ccccc2)c(F)c1	.	-5.1	-9.8	.	6.0	.	6.7	.	.
Cc1ccc(S(=O)(=O)C2CS(=O)(=O)CC2O)cc1 (configuration not stated)	-6.1	1.2	-1.7	-4.0	1.1	-5.6	0.6	32.2	93.0
Cc1nn(-c2ccc(F)cc2)c(Cl)c1/C=C/C(=O)OCC(=O)Nc1c(F)c(F)c(F)c(F)c1F	-3.8	-7.3	-6.5	-3.0	1.2	-4.8	0.5	42.7	94.0
COCCNC(=O)C(c1ccc(C)cc1)N(C(=O)CCC(=O)Nc1ccccn1)c1ccc(C)cc1 (configuration not stated)	1.9	-7.1	1.9	2.0	0.0	-7.0	2.3	6.9	99.0
CCc1ccc(N(CC(=O)NCc2ccco2)C(=O)CCC(=O)Nc2nccs2)cc1	0.1	-7.4	0.6	3.0	0.8	-13.4	3.4	17.2	101.0
CCOC(=O)c1ccc(NC(=O)C(C)NS(=O)(=O)c2ccc(OC)cc2)cc1 (configuration not stated)	1.7	-3.1	-6.7	-4.0	-0.3	-0.3	0.2	-0.1	90.0
COc1ccc(NC2CCCN(C(=O)CCc3scnc3C)C2)cc1 (configuration not stated)	-12.9	2.3	-10.6	3.0	2.3	5.1	-0.1	10.5	104.0
CN(CC(=O)Nc1ccc2c(c1)OCO2)CC(=O)Nc1ccc(F)c(F)c1F	.	-4.6	-4.9	.	-0.9	.	-1.1	.	.
Cc1nc2sccc2c(=O)n1-c1cccc(Cl)c1	-8.9	-1.9	-12.7	2.0	-0.8	-2.9	-2.5	23.7	103.0
N#Cc1ccc(-c2nc3ccccc3nc2-c2ccccc2)cc1C#N	-2.3	0.7	-0.2	17.0	1.3	8.9	0.3	.	110.0
COc1ccc2cc(-c3ccccc3)ncc2c1	1.8	-6.1	-9.7	0.0	0.9	-4.1	-1.4	11.7	104.0
COc1cc(OC)cc(OC(=O)C2CCN(C(=O)c3ccc(F)cc3)CC2)c1	.	-2.3	2.5	.	0.8	.	-1.5	.	.
COc1ccc(-c2c(S(=O)(=O)c3ccccc3)cnn2-c2ccccc2)cc1	-10.3	-7.7	-6.0	-3.0	0.1	3.7	-2.1	13.4	101.0
CNc1ccccc1C(=O)OCC(=O)N1CCN(c2ccc(OC)cc2)CC1	8.2	-4.6	-7.1	5.0	6.3	9.0	0.5	6.3	102.0
c1cc2nc(C34CC5CC(CC(C5)C3)C4)[nH]c2cn1	2.8	-6.1	-9.1	-15.0	2.1	0.9	-0.3	21.6	3.0*[inhibitor]
O=C(NCCC1=CCCCC1)C1CCN(C(=O)Cc2ccccc2)CC1	-2.1	3.0	-10.1	-6.0	-0.4	8.5	0.2	11.4	99.0
CCOc1ccc(NC(=O)CCCCCN2C(=O)[C@@H]3Cc4ccccc4CN3C2=O)cc1	-3.7	-6.5	-5.2	0.0	3.5	-19.3	1.2	12.6	101.0
Cc1cccc(N2CCN(c3nnnn3-c3ccccc3)CC2C)c1 (configuration not stated)	7.2	-3.3	-20.4	1.0	-0.6	1.3	-1.3	11.7	102.0
CN(/N=C/c1cc(Cl)ccc1O)C1=NS(=O)(=O)c2ccccc21	-13.8	-7.5	-16.0	2.0	5.8	-9.9	5.9	24.8	104.0
O=S(=O)(c1ccc(Br)cc1)N1CCCC1c1nc2ccccc2s1 (configuration not stated)	1.9	-3.6	-20.2	3.0	1.4	-7.9	-1.0	-9.1	105.0
CCC(NC(=O)Nc1nccs1)(C(F)(F)F)C(F)(F)F	-11.1	0.2	-17.9	3.0	2.3	-5.5	-0.8	2.5	99.0
Cc1cccc(N2CCN(C(=O)c3ccc(Cl)c(S(=O)(=O)NCc4ccco4)c3)CC2)c1C	3.3	-4.8	-17.9	.	0.9	24.9	-2.4	-4.4	.
CCOC(=O)N1CCN(Cc2cn[nH]c2-c2ccc(-c3ccccc3)cc2)CC1	3.1	-5.0	-12.8	-7.0	0.1	24.7*	-0.6	15.2	82.0
O=[N+]([O-])c1cccc(-c2ccc(CN3CCN(c4ccccc4)CC3)o2)c1	7.4	1.7	-1.5	6.0	0.0	-9.6	-1.6	4.6	109.0
C#CCOCCOCCOCCNc1nc(N2CCN(C(=O)CCCCCCCCCCNC(=O)[C@@H]([C@H](C)O)n3cc(C)nn3)CC2)nc(N2CCN(C(=O)CCCCCCCCCCNC(=O)[C@@H]([C@H](C)O)n3cc(C)nn3)CC2)n1	.	-1.9	-16.8	.	3.1	.	0.8	.	.
CN(CC(=O)Nc1ccccc1Br)C(=O)c1cccc(S(=O)(=O)NCc2ccccc2)c1	.	-3.8	-5.3	.	0.8	.	0.4	.	.
Cc1ccc(CN(CC(=O)NC2CCCCC2)C(=O)c2csnn2)cc1	0.7	-9.0	-6.5	3.0	0.2	5.0	-1.4	26.1	104.0
CCNC(=O)NS(=O)(=O)c1cnccc1Nc1cccc(Cl)c1	-8.0	-5.1	-0.7	0.0	-0.2	0.2	0.1	25.7	101.0
COC(=O)c1cnc(N2CCCN(S(=O)(=O)c3ccccc3)CC2)nc1C(F)(F)F	-8.0	-3.2	-12.7	-26.0	-0.3	-10.2	-3.0	15.2	86.0
O=C(C1CC(=O)N(c2ccc3c(c2)OCCO3)C1)N1CCCC(C(F)(F)F)C1 (configuration not stated)	.	-5.2	-5.6	.	0.3	.	-0.4	.	.
Cc1cc(NC(=O)CCC(=O)N(Cc2ccccc2)C(C(=O)NC2CCCC2)c2ccco2)no1 (configuration not stated)	1.5	-8.4	-8.9	-7.0	0.1	0.9	1.1	-0.8	94.0
CCN1C(=O)/C(=C2\SC(=S)N(NC(=O)c3cccnc3)C2=O)c2ccccc21	13.8	-3.8	-12.8	2.0	3.0	-7.8	5.8	-6.8	105.0
Cc1ccc(OCCC(=O)OCC(=O)NC(=O)NC2CCCCC2)cc1	.	-0.4	-5.0	.	0.5	.	-2.5	.	.
COc1ccc(CCN(C)C2CC(=O)N(c3ccccc3)C2=O)cc1OC (configuration not stated)	-18.9	0.6	3.3	-1.0	-2.5	-8.7	1.8	56.0*	101.0
CN(C)S(=O)(=O)c1cccc(NC(=O)c2ccc(Sc3nncn3C)c([N+](=O)[O-])c2)c1	-13.1	7.9	-3.6	12.0	0.0	-12.6	-0.7	4.2	112.0
O=C(CSc1nnc(CNC(=O)c2ccco2)o1)Nc1cccc(F)c1	-17.6	-3.1	-6.2	-4.0	0.7	-7.6	0.8	30.8	96.0
Cc1cccc(C(=O)NCc2nnc(SCC(=O)N3CCN(c4ccccc4)CC3)n2C)c1	5.3	2.9	-6.8	-11.0	-1.5	-10.0	-1.1	.	83.0

High-throughput results deposited in PubChem BioAssay by several laboratories.
